VHR inh color = blocks the human dual specificity phosphatase VHR1. inhibition, % at 20 µM. recombinant VHR phosphatase, colorimetric substrate read-out. P51452. 50,000 compounds, 0.7% hits; in the data active = inhibition above about 60%; also: some results filed as inactive read as strong as hits
Target sequence (P51452 whole entry, looked up): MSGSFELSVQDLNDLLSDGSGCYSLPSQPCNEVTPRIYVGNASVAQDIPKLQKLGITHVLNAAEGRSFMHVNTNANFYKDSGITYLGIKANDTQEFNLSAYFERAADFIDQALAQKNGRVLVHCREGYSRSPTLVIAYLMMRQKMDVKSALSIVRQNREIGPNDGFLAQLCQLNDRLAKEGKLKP
Starred values were filed as active, the others as inactive. Not all compounds are listed; rates above refer to the full screens.

SMILES	VHR inh color
COc1ccc(NC(=O)C2CC(=O)N(CCc3ccccc3)C(=Nc3ccccc3)S2)cc1 (stereo not drawn)	5
COc1ccc(N(CC(=O)NCCc2ccc(F)cc2)S(=O)(=O)c2ccccc2)c(OC)c1	-12
COc1ccc(N(CC(=O)NCCc2ccc(OC)c(OC)c2)S(=O)(=O)c2ccc(OC)c(OC)c2)cc1	21
Cc1cc(C)c(N=Cc2c(C)[nH]n(-c3ccccc3)c2=S)c(C)c1	24
CCN(CC)S(=O)(=O)c1ccc(NC(=O)c2ccccc2C)cc1	2
COc1ccc2[nH]cc(CCN=C3SCC(=O)N3C)c2c1	-4
COc1ccc(CNC(=O)CN(c2ccccc2OC)S(=O)(=O)c2ccccc2)cc1	-21
O=[N+]([O-])c1ccc(Nc2nc(NCCN3CCOCC3)nc(Nc3ccc(Cl)cc3)n2)cc1	-16
O=S(=O)(c1ccc(NC(=S)Nc2ccc(F)cc2)cc1)N1CCCC1	10
CC(=O)N=C1SC2CS(=O)(=O)CC2N1c1c(Cl)cccc1Cl (stereo not drawn)	-25
COc1ccc2c(Cl)c(C(=O)Nc3ccc(Cl)cc3)sc2c1	-6
COc1ccc(CCNC2=CC(=O)CC(c3ccccc3)C2)cc1OC (stereo not drawn)	-7
CCCCOc1ccc(S(=O)(=O)N2CCN(C)CC2)cc1	-1
COc1ccc(C2/C(=C(/O)c3ccccc3)C(=O)C(=O)N2Cc2ccccc2)cc1OC (stereo not drawn)	41
O=C1C(=Cc2ccccc2F)C(=O)c2ccccc21	-6
Cc1cc(C)nc(SCC(=O)n2c3ccccc3c3ccccc32)n1	9
CC(C)(C)c1cc(/C=c2/sc3nc4ccccc4n3c2=O)cc(C(C)(C)C)c1O	-24
COC(=O)C1CC(C)=CC(C)C1C(=O)O (stereo not drawn)	-4
COc1cc([N+](=O)[O-])ccc1-c1ccc(CO)o1	-9
CCOc1cccc(-c2cc(C(=O)N3CCC(C)CC3)c3ccccc3n2)c1	9
Oc1cc(OCc2ccccc2Cl)ccc1-c1[nH]ncc1-c1ccccc1	-5
CC(=O)N/C(=C\c1cccc([N+](=O)[O-])c1)C(=O)NC(C)C	5
O=C(COc1cc2oc(=O)cc(-c3ccccc3)c2cc1Cl)c1ccc(Cl)cc1	0
C=CCSc1nc2ccccc2n1C(=O)C1C(C=C(Cl)Cl)C1(C)C (stereo not drawn)	-15
CCOc1nc(N=C(N)N)nc2c(C)cccc12	0
Cc1cccc(N(CC(=O)Nc2ccccc2F)S(=O)(=O)c2ccccc2)c1	-1
CC(=O)N1CC2(C(C)C)CN(C(C)=O)CC(C(C)C)(C1)C2=O	-16
Clc1ccc(-c2nc(NCCN3CCOCC3)c3ccccc3n2)cc1	-5
O=C(c1ccccc1O)N1N=C(c2ccc(Br)cc2)CC1(O)C(F)(F)F (stereo not drawn)	-6
C/C(=N\NC(=O)C1(C)CC1(Br)Br)c1ccc(Br)s1 (stereo not drawn)	2
COC(=O)c1sccc1NC(=O)/C=C/c1ccc([N+](=O)[O-])cc1	-9
COc1cccc(C(=O)Oc2ccc3c(C)cc(=O)oc3c2C(C)=O)c1	13
Cc1ccc(CN2CCN(N=Cc3ccccc3OCC(=O)O)CC2)c(C)c1	12
COC(=O)c1cc(NC(=O)c2ccc(-c3cc(Cl)ccc3Cl)o2)cc(C(=O)OC)c1	-19
CC(=O)C1=C(C)NC(C)=C(C(C)=O)C1c1ccc(-c2ccccc2[N+](=O)[O-])o1	-61
COc1ccc2ccccc2c1/C=C1/C(=O)NC(=O)N(c2cccc(Br)c2)C1=O	101*
COC(=O)CN(c1ccc(Br)cc1)S(C)(=O)=O	-25
O=[N+]([O-])c1ccc(/C=N/Nc2ccc(C(F)(F)F)cn2)cc1	2
COc1ccc(CCNc2cc(N3CCCC3)ccc2[N+](=O)[O-])cc1OC	4
COc1ccc(CCNC(=O)COc2ccc(C)cc2)cc1	-13
CCOC(=O)c1c(C)n(C)c2cc(Br)c(C(=O)Oc3ccccc3)cc12	9
COc1ccc(C(=O)Nc2cccc3ccccc23)cc1Br	-11
CCOc1ccc(S(=O)(=O)N(CC(=O)N(CC)CC)c2ccc(C)cc2)cc1	-4
O=C(CCC(=O)c1ccccc1)OCC(=O)c1ccc2c(c1)OCCO2	-2
CCN(CC)c1ccc(C2Nc3ccccc3NC3=C2C(=O)CC(c2ccccc2)C3)cc1 (stereo not drawn)	-10
Cc1nc(N/N=C/c2ccc(N(C)C)cc2)cc(-c2ccccc2)n1	-24
CCOC(=O)c1cc(C(=O)NC(C)c2ccccc2)c(=O)[nH]c1C (stereo not drawn)	-1
Cc1ccc(C(NC(N)=O)c2cccc(C)c2)cc1 (stereo not drawn)	-19
COc1ccccc1C(=O)NN1C(=O)/C(=C/c2ccc([N+](=O)[O-])cc2)SC1=S	-3
Cc1ccc2[nH]c3nc(N/N=C/c4ccc([N+](=O)[O-])cc4)nnc3c2c1	11
CCOC(=O)CNC(=O)c1ccc(C#CC(C)(C)O)cc1	3
O=C1NC(=S)S/C1=C\c1ccc(O)c(O)c1	4
COc1ccc(/C=C2/SC(=S)N(Cc3ccccc3)C2=O)c2ccccc12	11
CCCC1=NN(C(=O)Cc2ccccc2)C(O)(C(F)(F)F)C1 (stereo not drawn)	9
O=C1CC(c2ccc(Cl)cc2)CC2=C1C(c1ccc3c(c1)OCO3)Nc1ccccc1N2 (stereo not drawn)	-20
O=c1oc(-c2ccc(Br)cc2)nc2ccccc12	-3

Carrying on.
SMILES	VHR inh color
CCOC(=O)c1sc(NC(=O)c2cncc(Br)c2)c(C(=O)OCC)c1C	-23
O=C1CC(c2ccccc2F)c2cc(Br)c3ccccc3c2N1 (stereo not drawn)	-4
CC1=C(C(=O)Nc2ccccc2)C(c2cccs2)n2c(s/c(=C\c3cccs3)c2=O)=N1 (stereo not drawn)	-12
O=C(Nc1ccc(-c2cnc(-c3ccc(NC(=O)c4ccccc4)cc3)nc2)cc1)c1ccccc1	3
Cc1ccc(C2CC(=O)Nc3c2cc(Br)c2ccccc32)cc1[N+](=O)[O-] (stereo not drawn)	9
CN1C(=O)C(=Cc2cc([N+](=O)[O-])ccc2O)C(=O)N(C)C1=O	-34
Cc1c(C)[n+](=O)c2cc(N3CCN(C)CC3)c(Cl)cc2n1[O-]	-1
COc1ccccc1NCN1C(=O)S/C(=C/c2ccccc2F)C1=O	-23
CCOc1ccc(S(=O)(=O)Nc2c(C)cc(C)cc2C)cc1	-15
CS(=O)(=O)N1CCN(c2ccc([N+](=O)[O-])c(NCc3ccccc3)c2)CC1	-18
CN1C(=O)/C(=c2\sc3nc(-c4ccccc4)c(-c4ccccc4)n3c2=O)c2ccccc21	-19
COc1cccc(C2/C(=C(\O)c3ccccc3)C(=O)C(=O)N2Cc2cccnc2)c1 (stereo not drawn)	-9
O=C(O)CN1C(=O)/C(=C\c2ccccc2Sc2ccc(Cl)cc2)SC1=S	-7
Cc1ccc(Cc2ccccc2C(=O)O)cc1Cl	-6
O=c1/c(=C/c2ccc3c(c2)OCO3)sc2nc3ccccc3n12	-7
COc1ccc(Br)cc1CN1CCN(C(=O)c2ccc(-c3ccccc3)cc2)CC1	15

Single values from the entries so far:
`O=C(COc1cc2oc(=O)cc(-c3ccccc3)c2cc1Cl)c1ccc(Cl)cc1` in VHR inh color → 0
`CCOc1ccc(S(=O)(=O)Nc2c(C)cc(C)cc2C)cc1` in VHR inh color → -15

The list continues.
SMILES	VHR inh color
O=C1c2ccc([N+](=O)[O-])cc2C(=O)N1c1ccc(Cl)cn1	-12
Cc1cc(C(=O)Nc2ccc(C(=O)O)cc2)c(C)o1	11
Cc1cccc(CC(C(=O)O)C(C)C(=O)O)c1 (stereo not drawn)	-13
O=C(CN1C(=O)c2ccccc2C1=O)NCc1ccc(C(=O)O)cc1	-3
Cc1cccc(C(=O)O/N=C(\N)c2ccc(Br)cc2)c1	8
COc1nc(-c2ccccc2)c[n+](C)n1	14
Cc1ccc(NC(=O)c2c(-c3ccccc3Cl)noc2C)c(C)c1	2
COC(=O)C1=C(C)N(CC(C)C)C(=O)/C1=C\c1cccc(OC)c1O	1
COc1ccc(NC(=O)CSC(N)=O)cc1	-66
COc1ccc(S(=O)(=O)N2CCN(Cc3ccncc3)CC2)cc1	4
CSc1nc(-c2ccccc2)nc(N2CCN(C)CC2)c1C(C)=O	33
O=C(CCCCC(=O)NN=Cc1ccncc1)NN=Cc1ccncc1	4
CCN1C(=O)/C(=C/c2ccc(OC(=O)c3ccc(F)cc3)c(OC)c2)SC1=S	0
O=C(Oc1ccc(/C=N/NC(=O)C(O)c2ccccc2)cc1)c1cccc2ccccc12 (stereo not drawn)	-8
CCC(=O)NC(=O)NC(Cc1ccccc1)Cc1ccccc1	3
CC(c1nc2ccccc2n1C)C(O)c1ccccc1 (stereo not drawn)	-10
CN(C)c1ccc(NC(=O)COc2ccc(Cl)cc2Br)cc1	-3
c1ccc(Nc2nc(-c3ccccc3)[n+](-c3ccccc3)s2)cc1	97*
CCCCOC(=O)COc1cc(C)cc2oc(=O)c3c(c12)CCC3	-8
O=C1NC(=S)NC(=O)C1CCCC=C(Cl)Cl	16
CC(=O)Nc1ccc(NC(=O)c2cc(-c3ccccc3)nc3ccccc23)cc1	0
CCOC(=O)C1=C(C)N=c2s/c(=C\c3cccs3)c(=O)n2C1c1ccc(N(C)C)cc1 (stereo not drawn)	-25
O=C1/C(=C/c2nc3ccccc3c(=O)n2-c2ccccc2)c2ccccc2N1Cc1ccccc1	-56
CC1(C)CC(=O)C(C2(O)C(=O)Nc3ccc(Br)cc32)CO1 (stereo not drawn)	-11
O=C(N/C(=C/c1ccccc1)C(=O)N1CCCCC1)c1ccco1	13
COc1cccc(CN2CCN(C3CCCCC3OC)CC2)c1OC (stereo not drawn)	2
COc1ccc(/C=N/n2cnnc2)cc1COc1ccc(NC(C)=O)cc1	0
CCOC(=O)c1c(NC(=O)/C=C/c2cccs2)sc2c1CCC2	-26
O=C(CCC1CCCC1)NC1CCCCC1	-4
CN(C)/C=C\C=C\C(=O)C1C2CC3CC(C2)CC1C3 (stereo not drawn)	2
Cc1nc2cc([N+](=O)[O-])ccc2c(=O)n1-c1ccc(Cl)cc1	22
Cc1nc(-c2ccccc2)nc(N/N=C/c2ccncc2)c1C	-12
CCOc1cc(C2C3=C(CC(C)(C)CC3=O)NC3=C2C(=O)c2ccccc23)ccc1O (stereo not drawn)	-18
O=C(/C=C/c1ccccc1)Nc1ccc(S(=O)(=O)N2CCOCC2)cc1	-61
CCOc1ccc(NC2(c3ccccc3)C(=O)c3ccccc3C2=O)cc1	12
Cc1ccc(-n2c(=O)c3c4c(sc3n3c(SCC(N)=O)nnc23)CCCC4)cc1	10
NC(=O)c1ccc(NC(=O)c2cc3ccccc3cc2O)cc1	-19
COc1cccc(NC(=O)c2ccc(F)cc2)c1	-18
Cc1nnc(C)n1/N=C\c1ccc(F)cc1	-10
Cc1ccc(-c2csc(NC(=O)c3ccc4c(c3)OCO4)n2)cc1	-15
Cc1ccc([N+](=O)[O-])cc1Cc1cc(Cl)ccc1Cl	-9
O=C(NCc1ccco1)C(=O)Nc1ccc(Cl)c(C(F)(F)F)c1	9
Cc1ccc(OCCNc2cc(N3CCN(C)CC3)ccc2[N+](=O)[O-])cc1C	-16
CCc1c(C)sc(NC(=O)C2C3CCC(C3)C2C(=O)O)c1C(=O)OC(C)C (stereo not drawn)	5
C=CCn1c2ccccc2c2nnc(SCCN3CCCCC3)nc21	5
Cc1ccc(OCC(=O)Nc2ccc(O)c(-c3nc4cc(C)c(C)cc4o3)c2)cc1C	-2
O=C1NC(=O)N(c2ccccc2)C(=O)/C1=C\c1ccc(-c2ccc([N+](=O)[O-])cc2Br)o1	36
Cc1ccc(C2=C/C(=C/c3cc4c(cc3[N+](=O)[O-])OCO4)C(=O)O2)cc1	2
O=C(NCCC(=O)N1CCNC1=O)OCc1ccccc1	-35
CC(=O)c1ccc(NC(=O)C2CC(=O)N(c3ccccc3)C2)cc1 (stereo not drawn)	13
CC(c1ccccc1)C1CC(=O)N(c2ccc(I)cc2)C1=O (stereo not drawn)	-40
Cc1ccc(NC(=O)c2ccccc2N)cc1	-4
CCOC(=O)C(C#N)C(c1ccc(C)cc1)C1CCOC(C)(CC)C1 (stereo not drawn)	3
CCOc1ccccc1N1CCN(C(=O)c2ccc([N+](=O)[O-])cc2)CC1	-2

Sorted by formula weight (largest number first): some entries from above.
SMILES	VHR inh color
Cc1ccc(OCC(=O)Nc2ccc(O)c(-c3nc4cc(C)c(C)cc4o3)c2)cc1C	-2
CC(c1ccccc1)C1CC(=O)N(c2ccc(I)cc2)C1=O (stereo not drawn)	-40
CCc1c(C)sc(NC(=O)C2C3CCC(C3)C2C(=O)O)c1C(=O)OC(C)C (stereo not drawn)	5
Cc1ccc(OCCNc2cc(N3CCN(C)CC3)ccc2[N+](=O)[O-])cc1C	-16
CCOc1ccccc1N1CCN(C(=O)c2ccc([N+](=O)[O-])cc2)CC1	-2
C=CCn1c2ccccc2c2nnc(SCCN3CCCCC3)nc21	5
Cc1ccc(C2=C/C(=C/c3cc4c(cc3[N+](=O)[O-])OCO4)C(=O)O2)cc1	2
O=C(NCc1ccco1)C(=O)Nc1ccc(Cl)c(C(F)(F)F)c1	9
CCOC(=O)C(C#N)C(c1ccc(C)cc1)C1CCOC(C)(CC)C1 (stereo not drawn)	3
Cc1ccc(-c2csc(NC(=O)c3ccc4c(c3)OCO4)n2)cc1	-15
NC(=O)c1ccc(NC(=O)c2cc3ccccc3cc2O)cc1	-19
Cc1ccc([N+](=O)[O-])cc1Cc1cc(Cl)ccc1Cl	-9
O=C(NCCC(=O)N1CCNC1=O)OCc1ccccc1	-35
COc1cccc(NC(=O)c2ccc(F)cc2)c1	-18
Cc1ccc(NC(=O)c2ccccc2N)cc1	-4
Cc1nnc(C)n1/N=C\c1ccc(F)cc1	-10

Assay outcomes deposited in PubChem BioAssay by Sanford-Burnham Center for Chemical Genomics.
